NadD inh – inhibitors of S. aureus NadD, primary screen, biochemical, colorimetric, uHTS | purified NadD enzyme, colorimetric absorbance read-out | inhibition, % at 20 µM | 360,000 compounds, 0.78% hits | Nicotinate-nucleotide adenylyltransferase NadD (Staphylococcus aureus N315); in the data active = inhibition above about 26%; note: some compounds past the cut are filed as inactive
Scp-1 inhibitor – Scp-1 phosphatase inhibitors, primary screen, biochemical, colorimetric, uHTS | Carboxy-terminal domain RNA polymerase II polypeptide A small phosphatase 1 (Homo … | Recombinant Scp1, phosphopeptide, malachite green phosphate absorbance | inhibition, % at 20 µM | 340,000 compounds, 0.88% hits;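 active = inhibition above about 50% at 20 µM, limit read from the data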;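 note: plate controls were DMSO wells with enzyme for no effect and wells lacking enzyme for full effect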
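Material – SCP-1 phosphatase catalytic domain, residues 76-261 · Buffer or medium – Acidic Tris acetate buffer with magnesium and detergent · Also added – Phospho 17-mer peptide substrate · Compound – single 20 µM dose, 1% DMSO · Times – 45 min room-temperature reaction, 5 min colour, 30 min stabiliser · Technique – Phosphate-binding colour reagent, absorbance read at 630 nm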
SUMO1-SIM PPI – modulators of SUMO1 protein-protein interactions, primary screen, biochemical, uHTS. SUMO1 binding to a labelled peptide, TR-FRET, 1 h. 360,000 compounds, 0.33% hits. inhibition, % at 20 µM. AID 602429, 2012; in the data active = inhibition above about 37%
Rpn11 block – Rpn11 (PSMD14) deubiquitinase inhibitors, primary screen, biochemical, fluorescence polarization, uHTS | 26S proteasome non-ATPase regulatory subunit 14 (Homo sapiens), O00487 | human 26S proteasome, Ub4-pepOG fluorescence polarization; 20S core pre-blocked with epoxomicin | calls only at 20 µM | 360,000 compounds, 0.59% hits | AID 588493, 2011;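 active = inhibition at 20 µM, scaled to each plate's controls, above about 33%, limit read from the data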
DNMT1 block – human DNMT1 methyltransferase inhibitors, primary screen, biochemical, molecular beacon, fluorescence, HinP1I cleavage, uHTS; DNA (cytosine-5)-methyltransferase 1 (Homo sapiens), P26358; 360,000 compounds, 0.83% hits; inhibition (reported as % activation of signal), % at 10 µM; in the data active = inhibition above about 50%
Rin1-Abl PPI inh – inhibitors of Rin1-Abl protein binding, primary screen, biochemical, TR-FRET | Tyrosine-protein kinase ABL1 (Homo sapiens) + Ras and Rab interactor 1 (Homo sapiens), … | inhibition, % at 7.35 µM | AID 588664, 2011 | 360,000 compounds, 0.4% hits; in the data active = inhibition above about 5%, passing the limit was not always enough
Target sequence (P00519 whole entry, looked up): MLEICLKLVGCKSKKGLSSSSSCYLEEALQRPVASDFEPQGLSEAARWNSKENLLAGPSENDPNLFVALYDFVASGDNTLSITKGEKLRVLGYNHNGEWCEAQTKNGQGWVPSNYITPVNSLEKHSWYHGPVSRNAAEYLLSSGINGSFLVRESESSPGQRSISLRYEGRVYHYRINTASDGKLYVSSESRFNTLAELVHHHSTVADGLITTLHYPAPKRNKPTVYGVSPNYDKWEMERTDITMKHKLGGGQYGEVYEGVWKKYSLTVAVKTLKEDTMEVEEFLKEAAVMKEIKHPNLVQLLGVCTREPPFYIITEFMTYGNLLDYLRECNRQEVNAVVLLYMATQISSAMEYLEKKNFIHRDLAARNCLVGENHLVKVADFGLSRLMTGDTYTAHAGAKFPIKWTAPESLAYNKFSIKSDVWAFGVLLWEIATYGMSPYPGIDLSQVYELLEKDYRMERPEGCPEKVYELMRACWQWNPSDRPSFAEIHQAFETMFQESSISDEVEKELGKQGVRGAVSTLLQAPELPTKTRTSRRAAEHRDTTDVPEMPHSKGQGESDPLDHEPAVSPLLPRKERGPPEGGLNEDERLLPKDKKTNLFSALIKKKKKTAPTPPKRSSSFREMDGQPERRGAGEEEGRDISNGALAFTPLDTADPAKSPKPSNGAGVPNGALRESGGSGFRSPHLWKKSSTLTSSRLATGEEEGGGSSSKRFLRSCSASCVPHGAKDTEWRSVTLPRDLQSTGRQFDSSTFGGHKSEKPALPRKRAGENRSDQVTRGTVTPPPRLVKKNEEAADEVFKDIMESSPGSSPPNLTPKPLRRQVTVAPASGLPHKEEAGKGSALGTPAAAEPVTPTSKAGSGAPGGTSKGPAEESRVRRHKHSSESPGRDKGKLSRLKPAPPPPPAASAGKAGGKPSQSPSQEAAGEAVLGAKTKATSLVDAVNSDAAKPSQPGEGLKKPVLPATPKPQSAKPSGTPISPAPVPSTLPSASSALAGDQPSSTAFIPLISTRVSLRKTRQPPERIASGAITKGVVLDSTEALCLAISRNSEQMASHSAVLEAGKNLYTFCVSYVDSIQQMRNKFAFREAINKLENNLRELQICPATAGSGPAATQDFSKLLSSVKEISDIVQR
Target sequence (Q13671 whole entry, looked up): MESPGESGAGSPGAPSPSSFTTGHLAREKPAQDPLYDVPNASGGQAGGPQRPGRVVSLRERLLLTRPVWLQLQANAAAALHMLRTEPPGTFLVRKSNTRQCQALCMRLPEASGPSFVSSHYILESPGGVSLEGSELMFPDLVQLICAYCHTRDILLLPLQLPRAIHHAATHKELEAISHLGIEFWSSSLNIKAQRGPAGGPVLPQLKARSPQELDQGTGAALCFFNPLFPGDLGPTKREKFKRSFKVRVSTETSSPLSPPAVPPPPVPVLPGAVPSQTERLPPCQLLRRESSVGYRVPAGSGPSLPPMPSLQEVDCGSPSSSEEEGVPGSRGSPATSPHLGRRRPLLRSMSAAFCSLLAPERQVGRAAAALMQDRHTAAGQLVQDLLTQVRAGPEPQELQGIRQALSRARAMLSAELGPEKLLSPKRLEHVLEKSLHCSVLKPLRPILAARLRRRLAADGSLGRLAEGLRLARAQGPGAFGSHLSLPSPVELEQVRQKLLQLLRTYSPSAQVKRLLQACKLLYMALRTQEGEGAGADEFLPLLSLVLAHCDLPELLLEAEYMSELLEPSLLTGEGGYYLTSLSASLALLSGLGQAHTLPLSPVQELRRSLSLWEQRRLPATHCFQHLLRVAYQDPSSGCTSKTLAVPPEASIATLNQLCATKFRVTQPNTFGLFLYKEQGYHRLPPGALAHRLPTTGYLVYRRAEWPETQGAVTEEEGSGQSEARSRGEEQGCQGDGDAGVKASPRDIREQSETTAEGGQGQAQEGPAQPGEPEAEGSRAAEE
LMPTP block – LMPTP phosphatase inhibitors, primary screen, biochemical, fluorescence intensity, uHTS. recombinant LMPTP-A, OMFP fluorogenic substrate. AID 651560, 2012. inhibition, % at 20 µM. Low molecular weight phosphotyrosine protein phosphatase (Homo sapiens), P24666. 360,000 compounds, 0.22% hits;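 active = compounds that cut the enzyme signal by at least half of the control window in the single-dose screen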;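 note: plate controls were DMSO wells with enzyme plus substrate for no effect and substrate without enzyme for full effect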
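Assay system: LMPTP-A enzyme. Input: 0.625 nM LMPTP-A final. Probe or stimulus: 400 µM OMFP. Compound dosing: single 20 µM dose. Schedule: 50 min dark incubation at room temperature. Detection: fluorescence intensity of OMFP turnover product. Read-out: percent inhibition versus substrate-only and uninhibited controls. Benchmarks: no-enzyme low control, uninhibited high control.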
CSN inh – inhibitors of CSN-mediated cullin deneddylation, primary screen, biochemical, fluorescence polarization, uHTS | COP9 signalosome complex subunit 5 (Homo sapiens), Q92905 | Purified CSN, SCF-Nedd8-OG deneddylation | inhibition, % at 12.5 µM | 360,000 compounds, 0.38% hits;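 active = pattern-corrected inhibition above about 35%, with an unprinted fluorescence ratio check between 0.5 and 1.5, limit read from the data, passing the limit was not always enough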;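 note: 0% = enzyme with substrate and 100% = substrate without enzyme; some results filed as inactive read as strong as hits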
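Test system: purified human Csn5 enzyme expressed in HEK293T cells. Amount: 0.24 nM enzyme. Reagent: SCFSkp2-Nedd8OG substrate at 10 nM final. Schedule: 90 min incubation of compound, enzyme and substrate at room temperature. Detection: fluorescence polarization. Read-out: % inhibition of substrate cleavage by Csn5.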
STEP inh – STEP phosphatase inhibitors, primary screen, biochemical, fluorescence intensity, uHTS. recombinant STEP, OMFP fluorogenic substrate. inhibition, % at 20 µM. 360,000 compounds, 0.25% hits;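 active = inhibition at 20 µM, scaled per plate between control wells, above about 37%, limit read from the data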;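 note: 0% = DMSO with enzyme and substrate and 100% = substrate only without enzyme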
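Material: STEP (striatal-enriched tyrosine phosphatase) enzyme, cell-free | Medium: 50 mM Bis-Tris pH 6.0 with 2.5 mM DTT and 0.005% Tween 20 | Read-out: Percent inhibition scaled to no-enzyme and uninhibited-enzyme controls, plate-pattern corrected | Signal: Fluorescence read at 480 nm ex / 540 nm em | Times: 20 min reaction, room temperature, in the dark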
Neddylation inh – inhibitors of cullin neddylation, primary screen, biochemical, TR-FRET, uHTS, NAE and Ubc12; NEDD8-conjugating enzyme Ubc12 (Homo sapiens) + NEDD8-activating enzyme E1 regulatory …; calls only at 25 µM; 360,000 compounds, 0.58% hits; in the data active = inhibition above about 36%
* marks the source's active call; other numbers are inactive results; i = inactive; . = not tested or not shown; + = active, no number. Random draw from the library. About 3.8% of those tested had a hit in this group.

SMILES	NadD inh	Scp-1 inhibitor	SUMO1-SIM PPI	Rpn11 block	DNMT1 block	Rin1-Abl PPI inh	LMPTP block	CSN inh	STEP inh	Neddylation inh
CSc1nnc(N2C(=O)C(O)=C(C(=O)c3ccc(C)o3)C2c2ccc(C)cc2)s1 (stereo not drawn)	15	-11	-20	i	5	0	13	4	2	i
Fc1ccc(CSc2ncnc3scc(-c4ccccc4)c23)cc1	0	-12	-2	i	4	1	4.5	-4	3	i
Cc1csc(NC(=O)c2cncc(Br)c2)n1	-7	-8	5	i	0	-1	-0.6	0	-4	i
CCCCn1c(N)c(N(CC)C(=O)CCNC(=O)NC23CC4CC(CC(C4)C2)C3)c(=O)[nH]c1=O	4	-6	-3	i	-1	-1	-1.6	-4	-3	i
COc1cccc(NC(=O)CN(C)C(=O)C23CC4CC(CC(Cl)(C4)C2)C3)c1	-2	-4	0	i	-1	8	-2.7	-5	-2	i
CCOC(=O)C(NC(=O)c1ccc(OC)cc1)(N1CCCC1=O)C(F)(F)F (stereo not drawn)	-4	-1	2	i	-2	-2	-2.2	-7	0	i
O=C(c1cccc(C(=O)N(c2ccccn2)C2CCCCC2)c1)N(c1ccccn1)C1CCCCC1	-2	-1	5	i	-3	0	1.2	-9	0	i
Cc1cc(C)n(CC(=O)n2c(C)c(C)c3ccccc32)n1	1	-4	-3	i	-1	1	-2.5	8	-2	i
CCN(C(=O)c1coc(=O)c2ccccc12)c1cc(OC)ccc1OC	8	-6	0	i	1	0	-0.3	-2	2	i
CCc1nn(CC(=O)NCCc2ccc(Cl)cc2)c(=O)c2cccn12	-5	4	6	i	-4	-3	0.1	0	0	i
COc1ccc(CNC(=O)CSc2nc3cccnc3s2)cc1	2	-8	1	i	2	1	-1.1	-2	3	i
COc1cc(/C=N/NC(=S)NCc2ccco2)cc(OC)c1OC	-3	-3	-3	i	2	-2	-1.0	-11	-2	i
COc1ccc(C)cc1NC(=O)CN1C(=O)COc2ccc(S(=O)(=O)N3CCCCC3)cc21	1	-3	-2	i	-3	-3	1.6	-7	0	i
CCCCC(O)(CCCC)C(=O)N/N=C(\C)c1ccc(Cl)cc1	7	-10	16	i	5	-2	-1.6	0	1	i
O=C(CCCC(=O)c1ccccc1)Nc1ccc(O)cc1	-4	3	4	i	1	1	0.2	2	1	i
Cc1ccc(S(=O)(=O)N2CCN(C(=O)CCc3c[nH]c4ccccc34)CC2)cc1	4	-12	5	i	-14	2	-0.3	0	1	i
CCOC(=O)/C(=C/c1ccc(OC)cc1)NC(=O)c1ccco1	4	-5	-8	i	0	0	-1.3	10	-4	i
O=C(O)CSC1CC(=O)N(c2ccc(F)cc2)C1=O (stereo not drawn)	-25	.	0	i	0	-4	-2.4	4	-2	i
COc1ccc(N2CC(C(=O)Nc3nnc(SCc4ccccn4)s3)CC2=O)cc1 (stereo not drawn)	5	-4	19	i	-4	-3	0.9	-2	8	i
COc1ccccc1N1CCN(C(=O)C(OC(C)=O)c2ccccc2)CC1 (stereo not drawn)	5	-9	3	i	0	1	-1.0	-6	-1	i
COc1ccc2oc(C(=O)OCC(=O)N3CCCC3=O)c(C)c2c1	-8	-4	2	i	2	1	-1.6	-1	1	i
CCN(CC)C(=O)Oc1ccc2c(=O)c(-c3ccc(OC)cc3)coc2c1	-11	-7	2	i	-2	2	1.3	4	1	i
CCOC(=O)CSc1ccc(-c2nc3ccccc3[nH]2)cn1	-3	0	-2	i	6	2	1.1	6	-2	i
CCOC(=O)c1c(N)sc(C(=O)N(C)C)c1CN1CCOCC1	-1	3	2	i	2	-2	0.5	-4	-1	i
CCNC(=O)CC1SC(=Nc2ccccc2C)N(C)C1=O (stereo not drawn)	-8	-4	4	i	0	1	-1.6	0	1	i
O=C(Nc1ccccc1)c1snc2c(=O)[nH]cnc12	-5	-10	-19	i	4	1	-1.1	-10	-2	i
COc1ccc(N(C(=O)c2csnn2)C(C(=O)NC2CCCC2)c2ccccc2)cc1 (stereo not drawn)	7	3	2	i	1	3	-2.1	4	-1	i
COc1ccccc1CNC(=O)C(C)n1nc(C)n2c(cc3occc32)c1=O (stereo not drawn)	5	-9	1	i	-1	-3	0.7	-4	-2	i
NC(=O)CC(NC(=O)c1cccc(Br)c1)c1ccc(NC2CCN(Cc3ccccc3)CC2)c([N+](=O)[O-])c1 (stereo not drawn)	-3	-11	-18	i	-2	-6	-0.9	7	5	i
Cc1cc(-c2ccccc2C(=O)NCc2ccccc2)on1	-5	-12	4	i	4	0	-0.1	1	0	i
COc1ccc(/C=C/C(=O)N(CC(C)C)CC(C)C)cc1Br	-12	-9	-7	i	1	5	3.0	1	0	i
Cn1c(SCC(=O)N2c3ccccc3Sc3ccccc32)nc2ccccc21	14	1	3	i	-11	2	2.1	-11	2	i
Cc1cccc(-c2noc(CCc3ccccc3)n2)c1	-3	-16	5	i	1	0	1.2	-2	-4	i
O=C(NCCN1CCOCC1)C(=O)NCC1OCCN1S(=O)(=O)c1ccc(Br)cc1 (stereo not drawn)	-8	-2	-2	i	-1	4	-3.9	0	-2	i
CCN(CC)S(=O)(=O)c1cccc(C(=O)Nc2ccc(Cl)cn2)c1	-5	-2	3	i	3	0	-0.5	5	0	i
O=C(Nc1ccc(F)cc1)C(c1cc2ccccc2o1)N1CCN(C(=O)c2ccco2)CC1 (stereo not drawn)	.	.	8	.	.	.	-0.8	3	.	i
CC1=NN(C(=O)c2cccnc2)C(O)(C(F)(F)F)C1 (stereo not drawn)	2	-1	-4	i	1	-2	-0.3	7	-1	i
Cc1nnc(SCCn2c(N3CCC(C)CC3)nc3c2c(=O)n(C)c(=O)n3C)s1	0	-4	-2	i	2	-2	2.5	-1	-5	i
C=CCN(CC(=O)O)S(=O)(=O)c1ccccc1C(F)(F)F	0	6	2	i	1	-2	-0.6	3	-2	i
Cc1ccc2[nH]c(=O)c(CN(Cc3cccs3)Cc3nnnn3CC3CCCO3)cc2c1 (stereo not drawn)	-1	-5	4	i	9	3	-2.0	-4	0	i
C[C@@H]1CCCCO[C@@H](CN(C)Cc2ccc(C(F)(F)F)cc2)[C@@H](C)CN([C@H](C)CO)C(=O)c2cc(N(C)C)ccc2O1	0	.	6	i	-5	-1	-1.2	-2	3	i
COc1ccc2c(c1)[C@H]1[C@H](CO2)[C@H](c2ccccc2)[C@]2(C)C(=O)N(Cc3ccc(C)cc3)CC(=O)N12	4	-8	3	i	-2	5	1.5	-2	1	i
CC(=O)Nc1ccc(-c2nnn(CC(=O)c3ccc(F)cc3)n2)cc1Cl	-11	-7	-1	i	-2	2	-1.3	-4	2	i
Cc1ccc(C(=O)N2CCN3C(=O)c4ccccc4C23c2ccc(Cl)cc2)cc1 (stereo not drawn)	-4	-5	2	i	-7	-1	3.1	3	7	i
Nc1c(NC(=O)CC[n+]2ccccc2)cccc1[N+](=O)[O-]	-1	-6	-10	i	1	-5	-0.8	-1	-1	i
CC(C)N1CCc2c(sc(NC(=O)c3cc4cc([N+](=O)[O-])ccc4s3)c2C(N)=O)C1	12	-1	2	+	-13	-1	42	7	1	i
C[C@H](CO)N1C[C@H](C)[C@@H](CN(C)Cc2ccncc2)Oc2c(NS(=O)(=O)c3cccs3)cccc2C1=O	0	-11	2	i	0	3	-0.9	-3	-1	i
COc1ccc(NC(=O)C2CCCCN2S(=O)(=O)c2ccc(F)cc2)cc1 (stereo not drawn)	-1	3	4	i	8	-3	-0.4	4	-3	i
Cc1cc(=O)oc2cc(NC(=O)C3COc4ccccc4O3)ccc12 (stereo not drawn)	-1	-6	-3	i	3	-5	-0.4	1	-1	i
CCCC(=O)NCc1cc(-c2nn(C)c(=O)c3ccccc23)ccc1OC	1	1	1	i	1	9	-1.7	-17	0	i
Cc1ccc(C(=O)Nc2ccccc2C(=O)O)cc1NC(=O)COc1c(C)cccc1C	4	-11	19	i	2	4	1.0	2	0	i
Cc1cc(C(=O)COc2ccc(Cl)cc2Br)c(C)n1C	-7	3	3	i	5	-6	-1.0	-1	0	i
O=C(N/N=C/c1c(O)n(-c2ccccc2Cl)c(=O)c2ccccc12)C1COc2ccccc2O1 (stereo not drawn)	16	-10	-14	i	2	-1	1.9	13	1	+
CC(C)OCCCNC(=O)c1ccccc1Oc1ccccc1	1	-4	4	i	1	3	-0.5	-1	3	i
COc1cccc(/C=N/NC(=O)Cn2nc([N+](=O)[O-])cc2C)c1	3	-11	-7	i	-1	0	-1.8	1	2	i
O=C1N/C(=N\N=C\c2cccs2)SC1Cc1ccc(Cl)cc1 (stereo not drawn)	-1	-8	-6	i	5	-2	-0.4	-8	-2	i
Cc1ccc(-n2ccc(=O)c(-c3ccnc(SCc4cccc(Cl)c4)n3)n2)cc1	-1	8	-2	i	3	0	2.7	11	4	i

Screening results from PubChem BioAssay.
